CF NFkB block: cystic fibrosis NF-kB activation inhibition | KKLEB NF-kB-GFP reporter, PAF-induced, GFP fluorescence overnight | inhibition, % at 5 µM | 360,000 compounds, 0.86% hits;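 active means at least 50% inhibition at 5 µM, scaled per plate between neutral and stimulator controls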;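 further: PAF is a Pseudomonas aeruginosa culture filtrate used as stimulus; plate controls were PAF-stimulated DMSO wells for no effect and unstimulated DMSO wells for full effect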
LRH-1 inv ag: suppresses constitutive activity of human LRH-1; inhibition, % at 3.6 µM; 360,000 compounds, 0.13% hits; HEK293T StAR-luciferase reporter, LRH-1 transfected, 24 h; O00482;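 active means inhibition above the mean inhibition of all tested compounds plus 3 SD, cut at about 73% in these data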;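 further: 0% = DMSO wells and 100% = reporter-only cells lacking LRH-1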
TROY signal inh: inhibitors of TROY-dependent NF-kB signaling; Q293 LMP1-TROYcd NF-kB luciferase reporter, 4 h; inhibition, % at 10 µM; 360,000 compounds, 0.98% hits; AID 1347056;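 active means compounds whose plate-normalised and pattern-corrected inhibition of the luciferase reporter signal at the single screening dose is 50% or more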
LMP1 NFkB inh: reduces LMP1-driven NF-kappaB luciferase signal. 350,000 compounds, 0.69% hits. inhibition, % at 12.5 µM. LMP1-induced NF-kappaB luciferase reporter cells, luminescence. AID 504558; in the data active means inhibition above about 41%;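 further: 0% = neutral control wells and 100% = reference inhibitor control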
KKLEB cytotox: reduces viability of KKLEB cystic fibrosis airway cells | KKLEB CF airway cells viability, ATPlite luminescence, overnight; stronger effect = lower value; cells stimulated with P. aeruginosa culture filtrate | activity change (cytotoxicity), % at 5 µM | 360,000 compounds, 0.36% hits | AID 602141;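 active means corrected activity change at or below -50% at 5 µM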
COUP-TFII inh: blocks human COUP-TFII nuclear receptor; AID 686940; HEK293T NGFI-A luciferase reporter, luminescence; 370,000 compounds, 0.7% hits; inhibition, % at 8.6 µM;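 active means inhibition above a per-plate cutoff, mean inhibition of test wells between control levels plus 3 SD, cut at about 38% in these data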;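 further: cells cotransfected with COUP-TFII expression vector driving the NGFI-A reporter; 0% = median of COUP-TF2 test wells and 100% = reporter-only cells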
Shn3 inh set2: reduces Shn3 3'UTR luciferase signal in osteoblasts. Clone20 osteoblast Shn3 3'UTR firefly luciferase, 24 h. inhibition, % at 12.5 µM. 360,000 compounds, 0.52% hits;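 active means mean inhibition of at least 75% with every replicate also reaching 75%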;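 further: 0% = median of neutral control wells and 100% = pilot-screen positive control compound; some compounds past the cut are filed as inactive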
TRAIL sens C8: sensitizes caspase-8 expressing cells to TRAIL | 360,000 compounds, 1% hits | inhibition (viability loss, TRAIL sensitization), % at 10 µM | NB7+C8 cells + TRAIL, ATPlite viability luminescence;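 active means compounds causing at least 50% loss of cell viability in the single-dose screen, relative to plate controls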
NCOA1 inh: inhibits human SRC1 coactivator; inhibition, % at 3.6 µM; 360,000 compounds, 0.12% hits; Q15788; AID 588354; HEK293 GAL4-SRC1 luciferase reporter, luminescence;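 active means inhibition above the campaign mean plus 3 SD, with each screening campaign given its own cutoff, cut at about 60% in these data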;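 further: 0% = DMSO treated cells and 100% = gossypol at 36 µM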
NCOA3 inh: inhibits human SRC3 coactivator. 360,000 compounds, 0.17% hits. HEK293 GAL4-SRC3 luciferase reporter, luminescence. AID 588352. inhibition, % at 3.6 µM. Q9Y6Q9;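 active means inhibition above a per-campaign cutoff, the mean of all compounds plus 3 SD, cut at about 60% in these data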;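 further: 0% = DMSO-treated cells and 100% = gossypol-treated cells at 36 µM; higher means less SRC3-driven luciferase light from the GAL4 reporter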
Target sequence (Q9Y6Q9 whole entry, looked up, the tested form may be a part): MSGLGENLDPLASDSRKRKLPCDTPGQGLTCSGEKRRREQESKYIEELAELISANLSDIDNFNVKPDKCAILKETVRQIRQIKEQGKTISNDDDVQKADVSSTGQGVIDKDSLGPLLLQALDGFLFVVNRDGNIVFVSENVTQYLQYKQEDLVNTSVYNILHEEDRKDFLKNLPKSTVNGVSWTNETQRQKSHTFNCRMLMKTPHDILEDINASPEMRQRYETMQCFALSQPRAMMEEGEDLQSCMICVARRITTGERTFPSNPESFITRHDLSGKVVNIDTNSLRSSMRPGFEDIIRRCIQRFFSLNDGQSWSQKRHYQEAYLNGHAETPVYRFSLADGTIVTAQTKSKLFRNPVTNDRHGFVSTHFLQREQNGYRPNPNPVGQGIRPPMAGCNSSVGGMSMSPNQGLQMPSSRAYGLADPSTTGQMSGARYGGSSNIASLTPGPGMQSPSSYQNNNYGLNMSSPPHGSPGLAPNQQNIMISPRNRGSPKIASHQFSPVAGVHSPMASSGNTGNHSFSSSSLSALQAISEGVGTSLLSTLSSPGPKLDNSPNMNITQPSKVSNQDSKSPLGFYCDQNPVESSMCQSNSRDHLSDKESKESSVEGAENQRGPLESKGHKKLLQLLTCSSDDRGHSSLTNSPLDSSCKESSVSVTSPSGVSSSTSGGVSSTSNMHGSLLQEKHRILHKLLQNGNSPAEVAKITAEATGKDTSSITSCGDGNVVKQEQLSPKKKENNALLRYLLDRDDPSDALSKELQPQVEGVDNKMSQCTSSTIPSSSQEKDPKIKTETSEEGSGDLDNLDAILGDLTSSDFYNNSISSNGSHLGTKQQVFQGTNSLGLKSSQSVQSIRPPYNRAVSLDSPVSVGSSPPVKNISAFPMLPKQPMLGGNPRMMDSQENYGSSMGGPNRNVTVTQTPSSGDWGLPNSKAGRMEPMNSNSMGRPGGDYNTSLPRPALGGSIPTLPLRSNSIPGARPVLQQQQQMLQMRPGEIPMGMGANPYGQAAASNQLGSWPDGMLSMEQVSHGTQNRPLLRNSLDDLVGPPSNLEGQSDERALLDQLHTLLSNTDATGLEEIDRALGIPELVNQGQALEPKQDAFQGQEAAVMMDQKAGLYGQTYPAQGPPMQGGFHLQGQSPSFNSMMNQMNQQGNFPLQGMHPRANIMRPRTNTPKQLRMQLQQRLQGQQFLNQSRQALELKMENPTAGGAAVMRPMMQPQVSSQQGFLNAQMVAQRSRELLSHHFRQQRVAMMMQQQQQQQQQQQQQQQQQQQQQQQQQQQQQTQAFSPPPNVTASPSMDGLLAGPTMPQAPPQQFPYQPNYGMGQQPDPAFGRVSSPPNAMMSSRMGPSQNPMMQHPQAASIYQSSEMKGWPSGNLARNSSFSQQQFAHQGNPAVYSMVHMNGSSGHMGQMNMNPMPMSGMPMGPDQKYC
TWEAK-Fn14 inh: TWEAK-Fn14 signaling inhibition; TWEAK-stimulated Fn14 reporter cells, luciferase luminescence, 8 h; AID 1159606; inhibition, % at 10 µM; 360,000 compounds, 2% hits; in the data active means inhibition above about 50%
* hit, by the source's call; / = no result given. Only part of the results is shown. The share of hits here may be higher or lower than overall.

SMILES	CF NFkB block	LRH-1 inv ag	TROY signal inh	LMP1 NFkB inh	KKLEB cytotox	COUP-TFII inh	Shn3 inh set2	TRAIL sens C8	NCOA1 inh	NCOA3 inh	TWEAK-Fn14 inh
CCCCn1nnnc1C1(C)CCC(=O)N1C1CC1 (stereo unspecified)	/	-20.4	6.7	/	/	11.5	/	-15.1	/	/	7.2
[O-][n+]1cccc2c(Br)cc(Br)c(O)c21	-7.8	-6.6	30.3	-4.5	-0.6	3.2	8.1	-4.4	2.1	-2.3	-56.6
COc1cc2ccccc2cc1C(=O)Nc1ccc(N2CCN(C(=O)C(C)C)CC2)cc1	-29.6	-9.6	44.3	1.7	5.9	-12.8	77.7	30.4	9.7	-10.4	31.8
CN(Cc1ccccc1)S(=O)(=O)c1ccc(Cl)c(C(=O)NCCCN2CCOCC2)c1	14.7	-2.5	-5.3	-4.3	-6.0	8.8	-4.0	6.2	-0.6	10.3	7.6
COC(=O)C1(C)NC(c2cccc(C)c2)C2C(=O)N(c3ccc(F)cc3)C(=O)C21 (stereo unspecified)	-5.8	-8.0	-16.4	-7.1	1.6	5.6	1.0	-30.4	-1.8	-21.6	0.2
CC(=O)Nc1ccc(Sc2ncccc2C(=O)Nc2ccc(OC(F)(F)F)cc2)cn1	-5.8	-12.8	11.8	-0.7	1.1	7.5	-1.1	3.6	6.6	-8.1	1.3
COCCNC(=O)C(C)OC(=O)c1cc2occc2n1C (stereo unspecified)	7.3	5.9	-14.3	-0.9	-6.6	-7.6	1.4	-14.4	-10.3	20.6	-0.7
O=C(CN1CCCC1)Nc1ccc(F)cc1	23.0	10.0	0.1	-4.6	-7.6	15.6	1.5	-7.7	-25.0	0.6	-0.5
Cc1sc2ncnc(SC(C)C#N)c2c1C (stereo unspecified)	6.5	-40.8	16.8	-0.1	-5.5	-11.6	-8.0	-5.0	-2.2	8.4	-9.3
CCOC(=O)c1cc(C(=O)Nc2cccc(C)c2)nn1C	2.8	-194.5	-32.6	-17.4	6.5	-41.1	-75.0	34.1	-104.2	-135.3	6.4
CCCCCCC(=O)N(O)C1CC(=O)N(c2ccc(Br)cc2)C1=O (stereo unspecified)	46.4	4.9	5.7	42.9*	-6.6	39.9*	-9.7	0.9	16.4	3.4	-65.3
CCOc1ccccc1NC(=O)c1ccc(F)c(S(=O)(=O)N2CCC3(CC2)OCCO3)c1	-9.7	9.2	-5.0	-16.5	2.8	7.9	22.8	-1.6	-6.4	-14.6	-17.2
CCCOC(=O)C1C2C=CC(C3CC23)C1C(=O)OCC(=O)c1ccccc1 (stereo unspecified)	8.2	-7.0	-19.3	0.1	-11.2	5.0	9.8	16.5	10.4	-2.2	-8.2
CC(=O)N1CCC(N(CCCOC(C)C)C(=O)Nc2ccc(C)c(C)c2)CC1	-0.1	29.9	-10.2	-7.5	-1.7	8.8	-21.0	-8.8	3.7	2.7	-29.5
OC1(c2ccc(Cl)cc2)CCN(Cc2cn[nH]c2-c2ccccc2)CC1	-18.4	24.2	-2.8	5.1	1.5	6.3	/	16.6	-11.1	6.7	12.9
CCOc1cc(S(=O)(=O)NC2CCCC2)ccc1Cl	-3.3	8.7	0.9	-0.5	-2.2	-4.8	-3.7	-0.3	2.1	8.7	-5.1
Cn1c(C23CC4CC(CC(C4)C2)C3)n[nH]c1=S	3.5	-11.9	2.5	-7.5	0.6	-8.3	4.6	8.7	-24.0	22.1	-10.1
O=C(Nc1ccc(Cl)cc1)C1CCN(C(=O)c2cccs2)CC1	-7.7	7.5	1.0	-1.2	-9.2	2.9	1.8	13.7	14.9	10.8	37.8
CCOc1ccc(CCNS(=O)(=O)c2cc3c(cc2C)NC(=O)CO3)cc1OCC	-8.3	-22.2	-2.6	3.1	7.7	12.2	0.5	0.8	-8.3	-41.2	-2.3
Cc1cc(C)n(CC(C)C(=O)O)n1 (stereo unspecified)	-5.7	-8.2	7.5	3.6	5.4	0.0	-14.4	-8.9	6.0	3.7	7.7
COc1ccc(NC(=O)c2sccc2SCC#N)cc1	-24.2	-31.9	-37.8	-4.9	17.6	-29.1	-40.4	-0.9	-35.3	-46.7	-29.1
Cc1nnc(SCC(=O)Nc2ccc(O)cc2)c2ccccc12	13.7	21.4	-13.3	16.9	-0.5	23.2	9.2	-5.8	-4.5	15.6	18.4
Cc1ccc(-c2nc(SCC(=O)N(C)C3CCS(=O)(=O)C3)[nH]c2-c2ccc(C)cc2)cc1 (stereo unspecified)	-16.9	14.2	13.7	-12.1	3.4	-7.7	-6.0	-1.1	-1.6	6.3	12.7
CCOC(=O)CNC(=O)OC1CCN2Cc3ccccc3N=C12 (stereo unspecified)	1.0	11.2	-8.0	8.2	-5.0	-1.1	0.2	-4.7	-11.3	9.3	11.9
O=C(CCn1c(=S)oc2ccccc21)NCCC1=CCCCC1	12.7	-11.2	-5.1	-4.8	-2.3	23.1	0.9	0.3	17.9	23.3	-0.9
C/C(=N/NC(=O)c1ccccn1)c1ccncc1	5.4	-133.0	-57.6	-6.3	5.6	-10.3	-33.8	18.6	-60.9	-92.3	4.0
COc1cc(S(=O)(=O)N(Cc2cccnc2)Cc2ccco2)ccc1-n1cnnn1	13.4	-16.6	-21.0	-2.7	-5.8	8.4	16.0	5.8	-21.5	0.5	4.1
O=C(Nc1cccc2ccccc12)c1ccc(Cn2cc(Cl)cn2)cc1	8.9	-2.2	-19.7	12.6	-1.7	4.8	10.8	22.1	-1.6	9.6	-5.5
Cc1ccc(CN(C(=O)c2csnn2)C(C(=O)NC2CCCC2)c2cccnc2)cc1 (stereo unspecified)	-3.6	4.3	-23.1	-5.4	0.7	4.1	-70.9	-6.0	-4.1	15.0	3.2
O=C(COC(=O)C1C2CC3OC(=O)C1C3C2)Nc1cccc(C(F)(F)F)c1 (stereo unspecified)	0.0	4.7	-16.6	-10.3	-1.2	-14.4	5.8	-3.4	-15.5	-27.8	27.1

Profiles from above:
`Cc1ccc(CN(C(=O)c2csnn2)C(C(=O)NC2CCCC2)c2cccnc2)cc1` (stereo unspecified) across the screens: CF NFkB block = -3.6; LRH-1 inv ag = 4.3; TROY signal inh = -23.1; LMP1 NFkB inh = -5.4; KKLEB cytotox = 0.7; COUP-TFII inh = 4.1; Shn3 inh set2 = -70.9; TRAIL sens C8 = -6.0; NCOA1 inh = -4.1; NCOA3 inh = 15.0; TWEAK-Fn14 inh = 3.2
`Cc1cc(C)n(CC(C)C(=O)O)n1` (stereo unspecified) across the screens: CF NFkB block = -5.7; LRH-1 inv ag = -8.2; TROY signal inh = 7.5; LMP1 NFkB inh = 3.6; KKLEB cytotox = 5.4; COUP-TFII inh = 0.0; Shn3 inh set2 = -14.4; TRAIL sens C8 = -8.9; NCOA1 inh = 6.0; NCOA3 inh = 3.7; TWEAK-Fn14 inh = 7.7

Next part:
SMILES	CF NFkB block	LRH-1 inv ag	TROY signal inh	LMP1 NFkB inh	KKLEB cytotox	COUP-TFII inh	Shn3 inh set2	TRAIL sens C8	NCOA1 inh	NCOA3 inh	TWEAK-Fn14 inh
C/C(=N\NC(=S)NCc1ccccc1)c1ccc(C(C)(C)C)cc1	-0.1	5.3	-3.0	-9.4	1.8	7.1	7.4	6.0	-3.6	13.7	-8.3
COc1ccc(/C=C/C(=O)N2CCN(c3ccccn3)CC2)c2ccccc12	13.9	-5.2	31.6	-2.4	-8.2	9.4	-3.5	-6.4	-4.8	12.7	4.8
CN(C)c1ccc(/C=C(/C#N)C(=O)Nc2nc3c(s2)CCN(Cc2ccccc2)C3)cc1	-136.9	-19.5	-1.7	-4.7	21.3	-23.2	0.6	2.3	-16.5	-18.7	22.4
COc1ccc(C(CNC(=O)c2cccc(S(=O)(=O)Nc3ccccc3OC)c2)N2CCOCC2)cc1 (stereo unspecified)	-14.9	-30.9	14.8	6.5	-12.5	-2.0	2.1	-9.0	-35.8	-1.9	-9.8
Cc1noc(/C=C/N(C)C)c1S(=O)(=O)N1CCN(c2ccc(F)cc2)CC1	16.5	5.9	21.4	0.7	1.7	-8.0	16.6	-17.0	8.8	-9.5	14.2
Cc1cc(SCCOc2ccc(Br)cc2)nc(N)n1	1.3	3.1	-5.0	1.1	-1.2	-9.9	-10.3	-4.2	-12.8	-0.2	11.7
COc1ccc(-c2cc3nc(NCc4ccc(C)cc4C)n(C)c(=O)c3s2)cc1OC	29.5	-10.6	25.5	/	-22.1	-14.6	11.4	23.1	15.5	-7.9	76.0*
COC(=O)[C@H](c1ccccc1Cl)N1CCc2sccc2C1	-25.0	13.1	13.4	-2.9	21.4	11.7	2.1	9.3	3.8	0.1	-1.5
COc1ccccc1NS(=O)(=O)c1cccc(NC(=O)c2cncc(Br)c2)c1	40.9	3.2	25.8	8.7	-5.3	32.6	28.1	18.1	39.4	28.3	48.5
Fc1ccc(C2Nc3cccc4cccc(c34)N2)cc1	-10.9	-6.5	1.3	-10.8	4.8	8.8	-13.6	13.2	10.7	3.6	3.6
CSc1ccccc1C(=O)N1CCN(c2ccc(F)cc2)CC1	8.3	3.2	-3.3	5.8	-10.7	16.6	0.9	-14.2	0.0	-4.2	13.3
C#CCOCCOCCOCCNc1nc(N2CCN(C(=O)CCCCCCCCCCNC(=O)Cn3cc(CCCCCN)nn3)CC2)nc(N2CCN(C(=O)CCCCCCCCCCNC(=O)[C@H](CO)n3cc(CCCSC)nn3)CC2)n1	19.4	-20.1	-6.0	1.9	6.1	/	6.2	4.5	-0.7	-19.2	2.6
CSc1nc(NCC(C)O)c2c3c(sc2n1)CN(C)CC3 (stereo unspecified)	-5.4	-3.6	-6.9	8.9	-8.6	14.4	13.2	-3.4	7.0	-12.8	8.9
C=CCCC(=O)N1CCC(n2nccc2NC(=O)CCCc2ccccc2)CC1	11.0	6.6	-8.2	-7.3	-4.6	3.5	-11.5	9.4	-27.4	-1.6	-11.2
CC1CCN(S(=O)(=O)c2ccc(NC(=O)C3CCCCC3C(=O)O)cc2)CC1 (stereo unspecified)	-9.4	-1.1	26.1	4.0	7.9	/	-2.9	16.4	-1.9	-6.5	3.5
CCN(CC)CCCNC(=O)CC1Sc2ccccc2NC1=O (stereo unspecified)	-4.0	11.3	4.9	1.3	1.1	-7.1	3.4	-15.6	-10.2	6.8	25.2
O=C(CN1C(=O)CCS(=O)(=O)c2ccccc21)Nc1ccc(Cl)cc1	-25.1	4.6	-14.7	-4.8	12.1	7.2	-14.6	-17.4	2.9	17.3	-13.5
CCc1nc2c(OCc3cccc(Cl)c3)cccn2c1N(C)C(C)=O	-33.5	-13.4	-9.4	/	15.5	3.5	-11.6	5.9	-1.4	6.0	-11.4
Cc1ccc(S(=O)(=O)NC(CC(N)=O)C(=O)O)cc1 (stereo unspecified)	-6.2	-17.0	2.2	-31.8	5.2	5.0	8.4	12.7	-1.1	1.5	-12.8
CCOCCCNC(=O)C(c1ccc(C)cc1)N(Cc1cccs1)C(=O)c1ccccc1O (stereo unspecified)	-6.1	7.0	20.7	0.2	-1.2	-11.9	2.4	-15.6	3.7	7.3	24.6
CS(=O)(=O)N1CCCCC1c1cc(C(=O)NCc2ccc(F)cc2)no1 (stereo unspecified)	1.7	2.1	-4.0	/	10.9	3.1	3.4	-10.9	-3.8	-4.0	-19.8
CCO[C@H]1OC(C(=O)NCc2nc3ccccc3[nH]2)=C[C@@H](c2ccccc2)[C@@H]1CCCO	-16.4	-4.1	-10.6	-4.4	0.1	5.5	16.6	14.8	5.3	5.6	14.0
